Source: PubChem (NCI)
Growth percent in the NCI-60 one-dose screen (48 h, 10 µM unless noted): 100 = growth as untreated, 0 = no growth, -100 = all killed.
NCI-H23 – NCI-H23 lung cancer | actives 4% (n = 80,000)
OVCAR-5 – OVCAR-5 ovarian cancer; AID 1794783; actives 2.9% (n = 82,000)
SN12C – SN12C renal cancer cells | actives 3.8% (n = 81,000) | AID 1794767
OVCAR-4 – OVCAR-4 ovarian cancer cells | actives 3.7% (n = 80,000) | AID 1794784
IGROV1 – IGROV1 ovarian cancer. actives 4.7% (n = 79,000). AID 1794786
NCI-H226 – NCI-H226 lung cancer | AID 1794732 | actives 3.5% (n = 79,000)
SK-OV-3 – SK-OV-3 ovarian cancer cells | actives 3.2% (n = 80,000) | AID 1794785
OVCAR-3 – OVCAR-3 ovarian cancer; actives 7% (n = 79,000)
NCI/ADR-RES – NCI/ADR-RES ovarian cells; actives 4.4% (n = 81,000)
An asterisk follows results filed as active; x = no result given; & = joins results of further samples. How the source made its calls: active means growth percent below 10; inactive means the rest.

#	compound	NCI-H23	OVCAR-5	SN12C	OVCAR-4	IGROV1	NCI-H226	SK-OV-3	OVCAR-3	NCI/ADR-RES
1	Cc1cc(C2=NN(C(=O)c3ccccc3)C(c3ccc[nH]3)C2)ccc1-n1ccc(C(F)(F)F)n1 (stereo not given)	97	96	96	89	99	93	132	110	92
2	COc1ccc(C2CC(c3ccccc3)=NN2c2nc(-c3ccccc3)c(C#N)c(=O)n2C)cc1 (stereo not given)	95	100	97	88	105	102	109	106	100
3	Fc1ccccc1N=Cc1ccc(C=Nc2ccccc2F)cc1	96	100	98	100	105	98	109	113	100
4	CN(C)CCC(=O)c1ccc(-c2ccccc2)cc1	101	104	105	106	105	101	113	100	101
5	CN1CC(c2ccc([N+](=O)[O-])cc2)C2(SC(=Nc3ccccc3)N(Nc3ccccc3)C2=O)C12C(=O)Nc1ccccc12 (stereo not given)	54	76	63	58	72	58	92	48	38
6	O=C1C=Cc2nc3ccccc3c(=O)n21	100	102	105	102	95	93	99	106	104
7	COc1ccc(-c2nc3ncccn3c2-c2nnc(-c3cc(OC)c(OC)c(OC)c3)o2)cc1	87	84	85	89	111	101	104	99	77
8	O=S(=O)(O)c1ccc(O)c(S(=O)(=O)O)c1	104	99	97	115	114	101	105	109	102
9	CNC1=C([N+](=O)[O-])C(c2cccc(Br)c2)C(C#N)=C(c2cccs2)O1 (stereo not given)	97	106	103	95	106	102	89	108	102
10	CCCCCc1ccccn1	103	110	105	109	x	106	107	122	129
11	Clc1ccc(-n2ncc3c(Nc4ccccc4)ncnc32)cc1	84	95	91	91	76	65	81	98	96
12	CCOC(=O)c1cc(I)c(N)c(I)c1	107	103	98	x	97	97	112	109	108
13	CCCCNc1nnc2n(Cc3ccccc3)c(=O)c3c4c(sc3n12)CCCC4	45	106	46	72	47	51	62	49	56
14	CN1C(=O)N(C)C2C1NN=c1s/c(=C\c3ccccn3)c(=O)n12 (stereo not given)	99	109	99	105	102	100	110	115	97
15	Oc1ccc(-c2cc(-c3cn(-c4ccccc4)nc3-c3ccc(O)cc3)[nH]n2)cc1	94	100	93	98	83	87	101	99	98
16	O=C(O)c1cccc(C(=O)O)c1	99	92	106	153	112	102	115	98	108
17	CCc1c(C)c2cc3nc(NCc4ccccc4)oc3c(C)c2oc1=O	70	90	73	34	76	88	40	87	51
18	COc1cc(/C=N/NC(=O)c2ccccc2Nc2cccc(C(F)(F)F)c2)ccc1O	92	89	96	50	111	88	70	81	75
19	Nc1cc(C(=O)NC[C@H]2CN(c3ccc(N4CCC(C(=O)O)CC4)cc3)C(=O)O2)ccc1Cl	95	96	99	107	103	100	113	114	103
20	CC(=O)c1cnn(-c2cc(=O)[nH]c3ccc(Cl)cc23)c1C	95	99	85	106	93	83	94	111	95
21	COc1ccc(C2=Nc3c(N)nc(N)nc3NC(c3cccc(Nc4ccnc5cc(C(F)(F)F)ccc45)c3)C2)cc1 (stereo not given)	86	116	76	69	72	97	84	66	88
22	CCCCC(O)(CCCC)C(CC)CC	104	93	104	106	128	94	102	118	105
23	CN1CCCCC1	97	103	105	111	106	99	114	118	100
24	OCc1cnccc1NC12CC3CC(CC(C3)C1)C2	102	107	105	101	102	95	100	103	99
25	CC1CCC2(C(=O)O)CCC3(C)C(=CCC4C5(C)CC(O)C(O)C(C)(CO)C5C(O)CC43C)C2C1C (stereo not given)	95	188	96	114	93	115	103	118	99

Grouped by structure, the compounds so far with a Cl atom
#	compound	NCI-H23	OVCAR-5	SN12C	OVCAR-4	IGROV1	NCI-H226	SK-OV-3	OVCAR-3	NCI/ADR-RES
11	Clc1ccc(-n2ncc3c(Nc4ccccc4)ncnc32)cc1	84	95	91	91	76	65	81	98	96
19	Nc1cc(C(=O)NC[C@H]2CN(c3ccc(N4CCC(C(=O)O)CC4)cc3)C(=O)O2)ccc1Cl	95	96	99	107	103	100	113	114	103
20	CC(=O)c1cnn(-c2cc(=O)[nH]c3ccc(Cl)cc23)c1C	95	99	85	106	93	83	94	111	95

New compounds follow:
#	compound	NCI-H23	OVCAR-5	SN12C	OVCAR-4	IGROV1	NCI-H226	SK-OV-3	OVCAR-3	NCI/ADR-RES
26	COc1ccc(-c2c3c(=O)n(C)c(=O)n(C)c3cn2-c2ccc(F)cc2)cc1	96	98	95	103	93	x	109	122	88
27	O=C(O)C1c2ccccc2Cc2ccccc21	99	95	102	98	107	104	105	108	109
28	NNc1ccc(S(=O)(=O)c2ccc(NN)cc2)cc1	93	104	99	91	101	81	110	105	98
29	CC(=O)/C(C)=C\c1ccccc1	99	91	96	91	118	101	106	110	105
30	COc1ccc2[nH]cc(-c3nonc3-c3c[nH]c4ccc(F)cc34)c2c1	66	66	83	70	54	89	74	66	53
31	Cc1occc1-c1nnc(SCC(=O)NN2C(=O)NC3(CCCCC3)C2=O)n1C	100	87	97	163	79	101	125	108	103
32	CCOC(=O)c1nn(C2CCCCO2)c2ccc(NC(=O)CN3CCCCC3)cc12 (stereo not given)	101	91	97	99	98	109	x	106	100
33	CC(CC(C#CC(CC(C)CC(C)(C)C)N(C)C)N(C)C)CC(C)(C)C (stereo not given)	95	93	94	93	112	103	101	92	100
34	Cc1nc(-c2ccccc2O)n(-c2ccccn2)n1	92	111	103	103	114	99	109	110	99
35	N#CCCC(C#N)(c1cccnc1)N1CCOCC1 (stereo not given)	100	100	111	x	102	86	90	107	103
36	COc1ccc(C(=O)CBr)c2ccccc12	104	110	104	116	99	97	104	107	109
37	N#C/C(=C\c1ccc(-c2ccc(F)cc2)o1)C(=O)Nc1ncc(Cc2ccc(Cl)cc2Cl)s1	-37*	26	-37*	-40*	-1.7*	69	107	x	6.3*
38	O=C1CCC(Nc2ccnc(Cl)c2)N1 (stereo not given)	97	98	97	103	109	94	78	111	104
39	CC(=S)N=Cc1c(N)[nH]n(-c2ccccc2)c1=O	92	107	108	109	104	101	98	111	103
40	COc1cc(-c2nc3ccccc3c(=O)[nH]2)ccc1OCC(=O)N=Nc1c(O)[nH]c2ccccc12	94	104	102	101	101	92	93	99	105
41	Clc1ccc(N=C/C=C/c2ccccc2)cc1	89	70	84	94	82	96	103	95	64
42	COc1cc2c(cc1OC)C(=O)/C(=C/c1cc(-c3cc(OC)c(OC)c(OC)c3)n[nH]1)C2	107	88	92	107	104	93	95	90	107
43	O=C1c2ccccc2C(=O)N1Cc1ccccc1	96	102	108	108	109	99	104	105	100
44	CCOc1c(C#N)c(Nc2ccc(S(N)(=O)=O)cc2)c(C#N)c2nnc(C)n12	93	107	98	117	101	105	102	114	105
45	CCOC(=O)c1csc(CCNC(=O)c2ccccc2)n1	95	101	107	94	95	97	99	108	90
46	FC(F)(F)c1nc2ccccc2n1Cc1nnc(SCc2cn(-c3cccc(Cl)c3)nn2)o1	97	108	57	105	98	95	98	102	95
47	O=C(Nc1nccs1)C(=S)N1CCOCC1	101	102	96	96	99	93	104	113	102
48	C=C(C)[C@@H]1CC[C@]2(C(=O)NC3CCCCC3)CC[C@]3(C)[C@H](CC[C@@H]4[C@@]5(C)C/C(=C/c6cccnc6)C(=O)C(C)(C)[C@@H]5CC[C@]43C)[C@@H]12	80	90	90	78	108	77	88	79	105
49	Cc1nn(-c2ccc(Cl)cc2)c2nc3[nH]c(=O)[nH]c(=O)c3nc12	92	109	97	89	118	95	95	104	87
50	C/C(=C\CCc1ccoc1)CC/C=C(\C)CCCc1ccoc1	105	102	92	91	102	114	93	105	104

(listing goes on)
#	compound	NCI-H23	OVCAR-5	SN12C	OVCAR-4	IGROV1	NCI-H226	SK-OV-3	OVCAR-3	NCI/ADR-RES
51	O=c1oc2c(cnc3ccccc32)cc1-c1cccc(Cl)c1	101	94	98	102	106	96	105	112	103
52	CCOC(=O)c1nc(Nc2cc(C)[nH]n2)c2ccccc2n1	95	103	97	83	76	81	76	98	114
53	CN1C(=O)N(C)C2NC(N/N=C/c3ccc(Br)cc3)=NC21 (stereo not given)	100	99	98	103	96	94	101	103	101
54	Nc1ccccc1NC(=O)c1ccc(NC(=O)C/C=C/c2cccnc2)cn1	23	26	25	33	17	25	29	23	19
55	Cc1ccc(CNc2ccc3nc(NC(=O)CN4CCCCCC4)sc3c2)cc1	68	94	90	61	99	85	78	90	90
56	COc1ccc(NC(=O)c2ccc(C(=O)Nc3ccc(OC)cc3OC)cc2)c(OC)c1	75	81	65	88	55	72	44	91	80
57	O=C(CCCl)c1ccc(O)cc1	92	108	98	106	103	93	100	111	97
58	N#C/C(=C\c1ccc(-c2ccc(F)cc2)o1)C(=O)c1c[nH]c2ccccc12	90	105	98	102	79	83	92	105	102
59	CCOC(=O)C1C(=O)C(=O)N(C(C)C)C1C(=O)OCC (stereo not given)	97	93	94	106	110	100	109	108	106
60	Cc1nn(-c2ccccc2)nc1C(=O)Nc1ccccc1C(=O)NCC1CC1	78&102	87&100	45&89	40&106	34&108	46&98	91&99	54&133	41&90
61	COc1ccc(/C=C/C(=O)c2c(C)nc3ccccc3c2/C=C/c2ccc(C)cc2)cc1	73	99	81	71	55	92	90	89	87
62	COc1ccc(CCn2nnc3ccccc3c2=O)cc1OC	113	99	98	102	109	102	104	110	110
63	CSc1nc(N)n2nc(C)cc2n1	102&102	114&110	96&101	102&103	103&114	99&102	98&113	106&121	100&103
64	Fc1ccc(-c2cnc3nonc3n2)cc1F	84	108	102	106	115	110	99	90	111
65	N#Cc1c(-c2ccc(Cl)cc2)n2c(nc1=O)SC(=O)C2	108	96	94	103	115	99	118	115	103
66	O=C(NO)c1cccnc1	120	105	94	114	x	105	x	115	100
67	O=c1[nH]c2ccccc2cc1/C=N/O	93	98	88	104	97	91	82	97	94
68	CC[C@]12C=CCN3CC[C@@]4(c5cc(Nc6cc(O)c7c(=O)cc(-c8ccccc8)oc7c6)c(OC)cc5N(C)[C@H]4[C@@](O)(C(=O)OC)[C@@H]1OC(C)=O)[C@@H]32	90	90	78	71	74	77	85	80	73
69	Cc1ccc(/C=C2\C(=O)N(C)c3ccc(-c4ccc(C(C)(C)C)cc4)cc32)s1	91	100	91	91	61	76	88	104	94
70	O=C1CN(C2CCCCC2)c2ccc(O)cc2N1	93	115	116	117	113	98	109	104	103
71	Cc1cc(C)c(C#N)c(OCc2cccc(Cn3c(C)cc(C)c(C#N)c3=O)n2)n1	93	98	102	103	96	96	120	115	82
72	CC(=O)Oc1c(C2=NN(C(C)=O)C(c3ccccc3)O2)ccc2ccccc12 (stereo not given)	91	104	105	89	95	106	102	99	99

A second format for 4 compounds above:
54: Nc1ccccc1NC(=O)c1ccc(NC(=O)C/C=C/c2cccnc2)cn1
  NCI-H23: 23; OVCAR-5: 26; SN12C: 25; OVCAR-4: 33; IGROV1: 17; NCI-H226: 25; SK-OV-3: 29; OVCAR-3: 23; NCI/ADR-RES: 19
55: Cc1ccc(CNc2ccc3nc(NC(=O)CN4CCCCCC4)sc3c2)cc1
  NCI-H23: 68; OVCAR-5: 94; SN12C: 90; OVCAR-4: 61; IGROV1: 99; NCI-H226: 85; SK-OV-3: 78; OVCAR-3: 90; NCI/ADR-RES: 90
71: Cc1cc(C)c(C#N)c(OCc2cccc(Cn3c(C)cc(C)c(C#N)c3=O)n2)n1
  NCI-H23: 93; OVCAR-5: 98; SN12C: 102; OVCAR-4: 103; IGROV1: 96; NCI-H226: 96; SK-OV-3: 120; OVCAR-3: 115; NCI/ADR-RES: 82
66: O=C(NO)c1cccnc1
  NCI-H23: 120; OVCAR-5: 105; SN12C: 94; OVCAR-4: 114; IGROV1: x; NCI-H226: 105; SK-OV-3: x; OVCAR-3: 115; NCI/ADR-RES: 100

Screen by screen, quoted from above:
Nos. 33 to 40 in OVCAR-3 read 92, 110, 107, 107, x, 111, 111, 99
Nos. 33 to 40 in SK-OV-3 read 101, 109, 90, 104, 107, 78, 98, 93
